# Assay outcomes (PubChem)
# CHRM1 agonist: agonists of human M1 muscarinic receptor. CHO-K1 hM1, Fluo-8 calcium fluorescence, agonist mode; 0% DMSO, 100% acetylcholine EC100. activation, % at 3 µM. hit rate 0.33% among 360,000;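 active means activation above the run's mean compound activation plus 3 SD, cut at about 16% in these data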;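 further: peak over basal fluorescence ratio within a 140 s kinetic read after compound addition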
# Target sequence (P11229 whole entry, looked up): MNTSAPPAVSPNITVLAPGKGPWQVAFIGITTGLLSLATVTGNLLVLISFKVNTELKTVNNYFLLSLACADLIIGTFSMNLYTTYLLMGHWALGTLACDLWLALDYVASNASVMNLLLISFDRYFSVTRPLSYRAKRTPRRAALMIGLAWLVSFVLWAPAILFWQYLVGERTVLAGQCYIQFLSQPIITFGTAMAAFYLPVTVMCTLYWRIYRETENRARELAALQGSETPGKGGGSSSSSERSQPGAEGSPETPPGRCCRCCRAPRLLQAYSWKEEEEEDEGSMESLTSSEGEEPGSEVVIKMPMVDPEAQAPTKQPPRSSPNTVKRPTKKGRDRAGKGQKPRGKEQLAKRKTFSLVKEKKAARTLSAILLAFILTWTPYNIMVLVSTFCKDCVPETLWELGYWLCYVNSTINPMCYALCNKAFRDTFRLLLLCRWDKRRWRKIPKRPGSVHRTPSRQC
# M1 PAM: human CHRM1 positive allosteric modulation. P11229. CHO-K1 hM1, Fluo-8 calcium fluorescence, ACh EC20; 0% = ACh EC20, 100% = maximal ACh. activation, % at 3 µM. hit rate 0.088% among 360,000. AID 588819; in the data active means activation above about 19%, passing the limit was not always enough
# CHRM5 agonist: agonists of human muscarinic M5 receptor (CHRM5); P08912; CHO-K1 hM5 cells, Fluo-8 calcium fluorescence; 0% DMSO wells, 100% maximal acetylcholine response; activation, % at 3 µM; hit rate 0.19% among 360,000; AID 624037;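 active means activation above the run's mean over test compounds plus 3 SD, cut at about 23% in these data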;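 further: signal is peak over basal fluorescence ratio across the kinetic read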
# Target sequence (P08912 whole entry, looked up): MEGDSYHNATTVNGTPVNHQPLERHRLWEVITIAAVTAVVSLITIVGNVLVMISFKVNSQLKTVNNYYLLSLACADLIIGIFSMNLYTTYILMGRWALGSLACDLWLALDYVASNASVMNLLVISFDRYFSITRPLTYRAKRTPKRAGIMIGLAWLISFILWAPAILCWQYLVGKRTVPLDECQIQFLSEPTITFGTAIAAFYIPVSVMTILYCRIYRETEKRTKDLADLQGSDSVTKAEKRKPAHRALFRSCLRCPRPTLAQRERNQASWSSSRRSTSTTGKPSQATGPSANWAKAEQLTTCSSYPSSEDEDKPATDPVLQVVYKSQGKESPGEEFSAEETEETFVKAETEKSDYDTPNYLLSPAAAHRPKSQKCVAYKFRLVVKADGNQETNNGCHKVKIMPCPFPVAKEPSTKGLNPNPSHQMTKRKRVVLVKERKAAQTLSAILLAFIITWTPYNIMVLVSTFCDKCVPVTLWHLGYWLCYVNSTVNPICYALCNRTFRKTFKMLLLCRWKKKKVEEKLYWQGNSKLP
# M5 PAM: potentiates acetylcholine response at human M5 receptor | P08912 | CHO-K1 hM5, Fluo-8 calcium, ACh EC20 PAM; 0% = ACh EC20, 100% = ACh EC100 | hit rate 0.3% among 360,000 | activation, % at 3 µM;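 active means activation above the run cutoff, the mean activation of all test compounds plus 3 SD, cut at about 18% in these data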
#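 Replicates: One well per compound, no replicates | System: Human M5 receptor in CHO-K1 cells | Benchmarks: Low control EC20 acetylcholine (0%), high control EC100 acetylcholine (100%) | Probe or stimulus: Acetylcholine, EC20 level | Times: Fluo-8 loading 80 min at 37 °C plus 30 min room temperature | Signal: Intracellular calcium via Fluo-8 fluorescence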
# M1 antag: antagonists of human M1 muscarinic receptor; P11229; CHO-K1 hM1, Fluo-8 calcium fluorescence, ACh EC80 antagonist; inhibition, % at 3 µM; hit rate 1.3% among 360,000;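 active means percent inhibition above its own plate's cutoff, namely the mean of that plate's compound wells plus 3 SD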;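 further: peak over basal fluorescence ratio during 140 s after agonist addition; 0% = ACh EC80 plus DMSO and 100% = DMSO alone without agonist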
# M5 antag: antagonists of human muscarinic M5 receptor (CHRM5) | AID 624040 | P08912 | hit rate 0.59% among 360,000 | CHO-hM5 cells, Fluo-8 calcium fluorescence, ACh EC80 | inhibition, % at 3 µM;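 active means inhibition above a per-plate cutoff, the mean of that plate's test compounds plus 3 SD, cut at about 27% in these data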;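 further: 0% = acetylcholine EC80 with DMSO and 100% = DMSO without agonist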
# TAAR1 agonist: human TAAR1 agonism. hit rate 0.99% among 360,000. activation, % at 3 µM. CHO RD-HGA16 TAAR1, Fluo-8 calcium fluorescence; vehicle wells 0%, saturating PEA agonist 100%. Q96RJ0;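 active means activation above the mean activation of all test compounds in the run plus 3 SD, cut at about 38% in these data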
#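 System: CHO-derived RD-HGA16 cells with stable Gα16 and human TAAR1. Times: 17-24 h plating, Fluo-8 75 min 37 °C, 30 min RT. Measured by: calcium-sensitive Fluo-8 signal, excitation 470-495, emission 515-575 nm. Read-out basis: % activation relative to PEA EC100 response. Control set: DMSO and PEA EC100. Repeats: no replicates (n 1).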
# CHRM4 antagonist: antagonists of human muscarinic M4 receptor (CHRM4) | P08173 | CHO-hM4 cells, ACh EC80, Fluo-8 calcium fluorescence | inhibition, % at 3 µM | hit rate 0.73% among 360,000 | AID 624125;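 active means inhibition above its plate's cutoff, the mean inhibition of sample wells plus 3 SD, cut at about 27% in these data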;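 further: 0% = acetylcholine EC80 with DMSO and 100% = DMSO without agonist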
# CHRM4 agonist: agonists of human muscarinic M4 receptor (CHRM4) | CHO-K1 hM4/Gqi5, Fluo-8 calcium fluorescence; vehicle 0%, full acetylcholine response 100% | activation, % at 3 µM | hit rate 0.14% among 360,000;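 active means activation above the run mean over all test wells plus 3 SD, cut at about 32% in these data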;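 further: peak over basal fluorescence ratio per well then scaled between controls; 0% = DMSO wells and 100% = acetylcholine at EC100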
# Starred values were filed as active, the others as inactive; x = no result given. These rows are one share of the data, so the mix of outcomes need not match the whole.
SMILES,CHRM1 agonist,M1 PAM,CHRM5 agonist,M5 PAM,M1 antag,M5 antag,TAAR1 agonist,CHRM4 antagonist,CHRM4 agonist
Cc1ccc(CC(=O)NCc2ccc3c(c2)OCO3)cc1,-3.5,2.5,-2.5,-3.1,-9.9,1.7,4.2,3.4,-0.1
NC(=O)C1CCN(c2nc(-c3ccc(F)cc3)cs2)CC1,-1.7,1.5,5.7,-2.7,1.4,1.3,7.7,-7.2,1.8
COC(=O)NCCOc1nc(N(C)C)nc(N(C)C)n1,-1.4,-2.3,-0.5,-1.0,1.4,-3.0,8.7,3.1,-0.2
CCOCCCNC(=O)CSc1nnc(-c2ccc(S(=O)(=O)N3CCCC3)cc2)n1C,-6.6,8.5,-4.1,0.2,-11.4,13.9,2.7,0.1,0.5
O=C(CSc1nc2ccccc2c(=O)n1CC1CCCO1)Nc1ccc(F)cc1 (stereo not drawn),-2.6,8.5,-2.4,-1.6,-6.4,9.1,2.4,-6.4,2.5
O=S(=O)(c1cc(F)ccc1F)N1CCC2(CC1)OCCN2S(=O)(=O)c1cccs1,3.1,-4.5,11.1,-1.3,4.4,10.1,5.8,7.0,12.1
COC(=O)c1[nH]c2cc(OC)ccc2c1NC(=O)CCN1CCCC(C)(C)C1,-8.4,-3.5,-5.9,-2.4,-1.8,3.7,14.7,9.8,0.8
CCCCCCCCCCOC(=O)NC1CCS(=O)(=O)C1 (stereo not drawn),-10.2,1.6,-0.8,1.4,0.6,-1.6,4.6,-0.8,1.9
CC(=O)Nc1ccc(NC(=O)CNC(=O)COc2ccccc2)cc1,-5.0,7.7,-5.1,-6.7,-2.6,-6.7,4.3,-5.5,0.3
COc1ccccc1NC(=O)N1CCn2c(nc3ccccc32)C1,0.8,3.9,2.3,-7.2,-10.7,-1.2,11.4,-10.2,5.1
OC(c1cccc(Cl)c1)c1nc(-c2csc3ccccc23)cs1 (stereo not drawn),0.6,10.5,-0.1,5.1,-13.2,-3.7,0.8,-6.5,0.4
COC(=O)C(c1ccccc1)C(CC(=O)c1ccccc1)c1ccccc1 (stereo not drawn),-4.0,-13.6,1.1,-8.4,16.8,13.6,-0.8,-8.7,4.1
CCOP(=O)(/C(C#N)=C(/O)c1ccccc1)c1ccccc1 (stereo not drawn),-3.9,-0.5,1.9,-14.5,9.4,13.9,0.2,6.0,11.1
Cc1nc(CN(C)C(=O)c2cc(COc3c(F)cccc3F)on2)cs1,-1.8,-0.6,7.0,0.8,1.9,3.3,0.1,-10.9,8.4
COc1ccc(C(=O)Nc2ccc(S(=O)(=O)NC(C)=O)cc2)cc1[N+](=O)[O-],-3.3,-13.4,3.0,-14.2,6.4,12.6,1.5,3.9,17.9
O=C(C1=COCCO1)N1CCN(c2nc3ccc([N+](=O)[O-])cc3s2)CC1,0.8,1.9,4.2,-7.8,-5.8,4.7,2.0,-3.3,2.1
COc1ccc(Cc2nnc(NC(=O)c3ccccc3Cl)s2)cc1OC,-1.8,8.4,3.6,3.9,-14.9,0.6,6.7,3.6,2.4
O=C(NC(=S)Nc1cc(C(F)(F)F)ccc1N1CCOCC1)c1ccc(-c2cccc(Cl)c2)o1,-3.6,-1.7,-0.4,-2.8,4.3,5.2,-0.3,-2.5,0.6
CC(C)CC(=O)Nc1nnc(SCC(=O)Nc2ccc(F)cc2)s1,-4.8,1.8,-0.1,-2.5,5.4,8.7,0.4,2.1,0.0
CCOC(=O)C1(CCOc2ccccc2)CCN(Cc2cccc(OC)c2)CC1,-5.9,-18.6,-20.7,-33.5,16.5,19.4,6.1,6.7,9.1
CCc1nc2c(OCc3ccccc3C(=O)OC)cccn2c1N(C)C(=O)CC(C)C,-8.2,1.8,-1.9,-3.1,-13.4,-3.0,3.1,-2.7,1.9
O=S1(=O)N[C@H](Cc2ccccc2)COc2cccc(N3CCSCC3)c21,x,x,-0.3,0.3,x,-4.1,0.2,-10.8,4.1
CCn1c(SCC(N)=O)nnc1-c1ccc2[nH]c(C)c(C)c2c1,-1.9,4.6,0.0,3.3,9.2,-5.3,0.4,3.5,0.3
CCCCNC(=O)C1CCCN(S(=O)(=O)c2ccc(-n3cnnn3)cc2)C1 (stereo not drawn),-1.7,7.8,1.4,-5.7,-4.2,5.0,5.4,3.4,0.8
O=C(Cn1nc(C(=O)O)c2ccccc2c1=O)Nc1cc(Cl)ccc1-n1cncn1,-1.3,4.8,1.1,7.9,-12.3,3.9,4.2,-4.8,1.2
# The results go on:
SMILES,CHRM1 agonist,M1 PAM,CHRM5 agonist,M5 PAM,M1 antag,M5 antag,TAAR1 agonist,CHRM4 antagonist,CHRM4 agonist
CCCCN(C)CCCNC(=O)CCn1nc(-c2ccccc2)ccc1=O,-9.9,-3.0,-1.4,0.7,-6.4,-2.4,-0.1,3.5,1.3
Cc1cc(C(F)(F)F)c(C#N)c(SCC(=O)Nc2nc3cc(Br)ccc3s2)n1,-2.7,-0.6,-0.4,1.3,-3.0,6.5,2.2,11.1,0.3
O=C(CSc1nnc(CNC(=O)c2ccccc2)o1)NCc1ccc2c(c1)OCO2,-3.1,4.3,-3.9,2.2,-1.4,-5.3,-0.2,-1.2,0.8
Cc1ccc(C(=O)C[n+]2ccccc2)cc1,-8.3,9.9,-5.3,-4.7,-6.6,5.3,0.1,-6.9,0.4
COc1ccc(/C=C/C(=O)OCC(=O)NC2CCCC2)c(OC)c1,-1.7,-4.4,1.9,5.3,17.2,-2.0,-3.3,5.7,1.2
CC(c1nc2ccccc2c(=O)[nH]1)N1CCN(C)CC1 (stereo not drawn),-5.8,-5.5,-3.8,-2.7,5.5,13.5,-0.4,8.3,0.3
Nc1c([N+](=O)[O-])c(=O)sc2ccccc12,-5.2,9.6,0.5,5.6,-5.2,-5.5,1.3,3.9,0.8
O=C(NCC1CCCO1)C1CCCN(S(=O)(=O)c2ccc(Br)cc2)C1 (stereo not drawn),-0.9,2.2,-3.4,-3.9,-4.7,-2.5,3.1,11.6,2.2
O=C(Nc1ccccc1)c1ccccc1N=Cc1cccc(O)c1,-2.9,2.6,1.0,3.0,3.5,-2.8,0.2,-4.4,2.8
CCC(=O)N1CCc2cc(S(=O)(=O)NCCC(=O)Nc3ccccc3C)ccc21,-4.0,11.5,-0.8,-0.4,-9.5,-9.9,16.3,1.7,0.9
Cc1nc(-c2ccc(Cl)cc2)sc1C1(C)CC(c2ccc(OC(F)(F)F)cc2)=NO1 (stereo not drawn),-2.5,-0.1,2.9,2.9,-0.7,8.0,1.0,3.3,2.1
CN1CCN(NC(=O)CN2C(=O)/C(=C/c3ccccc3Cl)SC2=S)CC1,-10.6,-1.1,-1.9,3.3,4.5,0.6,15.4,1.0,2.9
O=C(O)c1cnn2cc(-c3[nH]ncc3[N+](=O)[O-])cnc12,-4.8,7.5,-1.7,4.3,-12.6,1.4,1.0,5.5,0.2
COc1ccc(/C=N/Nc2cc(N3CCOCC3)nc(C)n2)c(OC)c1,-4.2,-7.0,6.6,-1.7,17.6,-6.0,0.4,5.4,2.2
CCOC(=O)CSc1n[nH]c(NC(=O)c2cccc(C(F)(F)F)c2)n1,-2.3,5.9,-2.2,-6.2,-14.1,7.4,18.8,0.6,0.8
Cc1ccc(CN2CCN(CC(=O)NC(C)c3ccc4c(c3)OCCO4)C2=O)cc1 (stereo not drawn),-1.8,2.8,-0.4,1.0,-4.5,-3.5,15.8,-8.5,3.6
COc1ccc(C(=O)C2CCCN(C(=O)c3ccc4cc[nH]c4c3)C2)c(C)c1 (stereo not drawn),-0.5,1.5,-4.2,-3.6,-8.3,4.7,8.9,-7.0,3.9
C=CCOc1ccc(/C(O)=C2/C(=O)C(=O)N(CCCn3ccnc3)C2c2ccco2)cc1 (stereo not drawn),-5.7,5.8,0.4,0.1,-4.1,0.6,2.4,1.0,0.2
Cc1cc(C(=O)CSc2nc(N)cc(N)n2)c(C)n1C1CC1,-0.7,1.8,0.7,6.4,1.9,7.3,3.9,10.2,0.3
Cc1cc(C)cc(C(=O)N2CC(=O)Nc3ccccc32)c1,-3.3,5.3,-1.8,-2.7,-10.8,-6.3,1.6,0.9,0.1
CCC1(C)Cc2c(sc3[nH]c(=S)[nH]c(=S)c23)CO1 (stereo not drawn),-2.1,-1.0,-1.8,-0.6,4.2,0.9,-1.3,-1.4,-0.2
O=C(NCCOC(=O)c1ccc(Cl)c(S(=O)(=O)N2CCCCC2)c1)c1ccncc1,-0.8,9.3,1.4,-7.3,-8.5,5.5,x,4.2,1.4
O=C(NCCc1ccccc1)c1ccccc1SCC(=O)N1CCCC1,-1.5,3.9,-2.0,1.8,2.3,7.0,8.8,3.1,1.2
Cc1ccc(C2(c3noc(CN(C)CCO)n3)CCCC2)cc1,-7.0,-13.2,-14.0,-8.0,13.4,11.9,-1.2,-1.1,4.5
O=C(Nc1cccc(F)c1)C1CCN(C(=O)c2ccccc2Cl)CC1,-0.4,5.4,-2.4,-2.9,-20.9,4.3,6.5,2.1,5.9

# Quoted at random: two entries already listed.
SMILES,CHRM1 agonist,M1 PAM,CHRM5 agonist,M5 PAM,M1 antag,M5 antag,TAAR1 agonist,CHRM4 antagonist,CHRM4 agonist
O=C(NCC1CCCO1)C1CCCN(S(=O)(=O)c2ccc(Br)cc2)C1 (stereo not drawn),-0.9,2.2,-3.4,-3.9,-4.7,-2.5,3.1,11.6,2.2
COc1ccc(C(=O)C2CCCN(C(=O)c3ccc4cc[nH]c4c3)C2)c(C)c1 (stereo not drawn),-0.5,1.5,-4.2,-3.6,-8.3,4.7,8.9,-7.0,3.9

# Further records follow.
SMILES,CHRM1 agonist,M1 PAM,CHRM5 agonist,M5 PAM,M1 antag,M5 antag,TAAR1 agonist,CHRM4 antagonist,CHRM4 agonist
NC(=O)Nc1ccc(C(=O)OCC(=O)NC2CCCCC2)cc1,-1.5,3.7,-3.0,-7.6,-6.6,-8.3,0.9,6.0,2.2
O=C(CSc1nnc(-c2cnccn2)n1Cc1ccco1)c1ccccc1,-2.9,1.9,0.7,0.7,0.6,6.5,4.5,3.4,3.2
CCCc1c(-c2cccc(Cl)c2)ncn1Cc1cccc(-c2ccccc2)c1,x,x,1.5,-2.0,x,6.1,6.1,-1.7,3.6
CN(C)CCCNc1cc(C(C)(C)C)nc2c(-c3ccccc3)cnn12,-2.8,2.4,1.6,5.1,-4.0,-3.0,9.5,16.9,15.2
Cc1cccc(CN2CCN(C3CN(Cc4cn(Cc5ccc(Cl)cc5)nn4)S(=O)(=O)C3)CC2)c1 (stereo not drawn),x,x,2.0,-11.3,x,-0.4,3.3,-1.9,3.8
CC1CCC2(CC1)NC(=O)N(CC(=O)N1CCN(S(=O)(=O)c3ccccc3)CC1)C2=O (stereo not drawn),-2.6,9.5,-1.4,-2.1,-8.3,6.5,5.1,5.5,2.5
CCN(c1ccccc1)S(=O)(=O)c1cccc(C(=O)NCCN2CCOCC2)c1,-2.4,13.6,3.0,10.3,-14.6,-6.0,2.6,-2.2,1.3
CC1(C)C[C@H]2C3=CCC4[C@@]5(C)CC[C@H](O[C@@H]6O[C@H](C(=O)O)[C@@H](O)[C@H](O)[C@H]6O)[C@@](C)(CO)C5CC[C@@]4(C)[C@]3(C)C[C@H](O)[C@@]2(CO)[C@@H](O)[C@@H]1O (stereo partly drawn),-4.1,9.3,0.3,-0.9,-3.8,14.8,2.9,-0.9,0.6
